# Assay outcomes: PubChem BioAssay, National Center for Advancing Translational Sciences (NCATS)
# FEN1 inhibitor: inhibitors of human flap endonuclease 1 | Potency, µM (series often up to 114 µM), inactives show top-dose activity change, negative = inhibition, hits mostly inhibitors | AID 588795 | Recombinant FEN1 flap cleavage, fluorescence, 15 min | 0.35% of 390,000 active; note: nearly all actives have a fitted effect of over 65% in size
# Target sequence (P39748 whole entry, looked up): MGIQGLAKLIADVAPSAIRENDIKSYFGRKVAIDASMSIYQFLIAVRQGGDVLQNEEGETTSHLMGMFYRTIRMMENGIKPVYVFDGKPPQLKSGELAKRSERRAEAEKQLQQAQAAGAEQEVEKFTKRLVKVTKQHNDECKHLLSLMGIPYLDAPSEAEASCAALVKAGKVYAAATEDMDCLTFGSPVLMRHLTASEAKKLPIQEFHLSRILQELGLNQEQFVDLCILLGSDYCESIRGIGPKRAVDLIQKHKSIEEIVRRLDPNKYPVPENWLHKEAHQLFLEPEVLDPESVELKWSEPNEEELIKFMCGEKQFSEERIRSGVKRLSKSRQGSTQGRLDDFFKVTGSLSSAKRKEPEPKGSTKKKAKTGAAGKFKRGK
#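 FEN1 at 10 nM, compound pretreatment for 15 min (room temperature), 50 nM final substrate to initiate; endpoint reads at 0 and 15 min; DMSO-only plates used as vehicle background.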
# N370S GC mod: inhibits or activates N370S mutant glucocerebrosidase; P04062; N370S GC spleen homogenate, 4MU-glucoside fluorescence; Potency, µM (top dose mostly 59.4 µM), for the others: at the top dose activity change, negative = inhibition, most hits filed as inhibitors; 0.092% of 330,000 active; AID 2101;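 note: 0% = full enzyme activity and -100% = no enzyme basal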
# TDP1 inh: inhibitors of human tyrosyl-DNA phosphodiesterase TDP1; Q9NUW8; 0.28% of 350,000 active; Potency, µM (series often up to 130 µM), without a hit: at the top dose activity change, negative = inhibition, most hits filed as inhibitors; recombinant TDP1, AlphaScreen DNA substrate cleavage; note: nearly all actives have a fitted effect of over 40% in size
# Target sequence (Q9NUW8 whole entry, looked up): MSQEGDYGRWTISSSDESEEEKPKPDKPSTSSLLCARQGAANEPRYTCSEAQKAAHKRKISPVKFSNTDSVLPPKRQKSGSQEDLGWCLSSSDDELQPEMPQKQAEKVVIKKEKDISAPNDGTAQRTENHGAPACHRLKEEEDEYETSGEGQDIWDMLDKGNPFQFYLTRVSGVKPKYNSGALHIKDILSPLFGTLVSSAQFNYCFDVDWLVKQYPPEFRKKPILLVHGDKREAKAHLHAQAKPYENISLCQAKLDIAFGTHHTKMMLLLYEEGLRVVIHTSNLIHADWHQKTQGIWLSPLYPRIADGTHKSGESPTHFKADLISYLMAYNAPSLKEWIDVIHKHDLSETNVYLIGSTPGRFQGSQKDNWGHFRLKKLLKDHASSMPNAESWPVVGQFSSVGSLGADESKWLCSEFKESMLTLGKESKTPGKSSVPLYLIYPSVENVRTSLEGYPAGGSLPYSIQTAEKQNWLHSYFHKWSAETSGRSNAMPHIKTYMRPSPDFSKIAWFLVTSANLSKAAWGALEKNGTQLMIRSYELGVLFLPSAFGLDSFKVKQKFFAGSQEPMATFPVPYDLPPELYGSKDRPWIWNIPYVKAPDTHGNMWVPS
#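 AlphaScreen read-out: signal falls as enzyme removes the 3' tyrosine-FITC from a 5'-biotinylated DNA oligo (15 nM, 5 min, RT). Enzyme was E. coli-made recombinant Tdp1 at 1 nM, exposed to compound for 15 min beforehand; beads 10 ug/ml, 10 min.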
# * = called active by the depositor; ? = inconclusive; nt = no result given; & = joins results of further samples; [ ] = another dose, or the depositor's remark. Calls come from the whole dose curve; as a rule, active = well fitted curve in the direction sought with a large enough effect; inconclusive = small, poorly fitted or top-dose-only effect, or another doubt; inactive = no such curve, though single readings can be large; an effect the other way counts as inactive or inconclusive. Unless noted, % is set by controls: 0 for no effect and ±100 for the full control effect; potency is the fitted concentration of half-maximal effect.
nr	compound	FEN1 inhibitor	N370S GC mod	TDP1 inh
1	C[C@@H]1CC2(OC3C[C@@]4(C)C5=CC[C@H]6C(C)(C)C(O[C@@H]7OC[C@@H](O)[C@H](O)[C@H]7O)CC[C@@]67C[C@@]57CC[C@]4(C)C31)OC(O)C1(C)OC21 (stereo not given in full)	nt	-13.3%	9.9%
2	COCCCNc1nc2ccccc2nc1NS(=O)(=O)c1cccs1	-6.1%	2.1%	0.0%
3	C#CCSc1nncn1C(=O)/C=C/c1ccccc1	-12.9%	-2.0%[12.8 µM]	2.0%
4	CN1C(=O)CC(Nc2cccc3cccc(N)c23)C1=O (stereo not given)	-26.8%	4.2%	7.2%
5	Cc1nc(N)nc2c1CCCC2	0.5%	13.1%	-3.6%
6	COCCN1C(=O)N[C@@H](c2cccc(C(F)(F)F)c2)[C@H](C(=O)OC)[C@H]1C	1.8%	-9.1%[12.8 µM]	7.2%[21 µM]
7	CC(C)(C)NC(=S)Nc1cccc(C(F)(F)F)c1	-7.4%	4.5%	4.9%
8	CCCNS(=O)(=O)c1ccc(OCC(=O)Nc2ccc3c(c2)OCCO3)c(C)c1	0.5%	2.9%	0.6%
9	Cc1cc(C)c(S(=O)(=O)Nc2ccc(-c3ccc(N4CCCCC4)nn3)cc2)cc1C	7.6%	nt	7.7%
10	Cc1ccc(C)c(Cn2c(C(=O)OC(C)C)cc3c2ccn3C)c1	-15.2%	12.9%	7.7%
11	C=CCn1c(-c2cccnc2)n[nH]c1=S	-2.8%	20.6%	-5.3%
12	Cn1c(=O)c2c(-c3ccccc3Br)n(Cc3ccccc3)cc2n(C)c1=O	0.9%	nt	4.7%
13	CCc1nc2sc3c(c2c(=O)n1CCO)CCC3	1.9%	-11.4%	1.6%
14	CC(C)(C)OC(=O)C[C@H]1C/C=C\C[C@@H](CC(=O)N(CCO)Cc2ccccc2)C(=O)N[C@H](C(C)(C)C)COC1=O	18.4%	nt	0.2%
15	COc1cccc(NC(=O)Cc2c(O)c3ccccc3[nH]c2=O)c1	-6.7%	-5.6%	0.0%
16	CCc1ccc(/C=C(/C#N)C(N)=S)s1	10.9%	-15.6%	6.3%
17	COc1ccc(OCCCC(=O)NCCc2ccccc2)cc1	-1.9%	0.1%	4.2%
18	Cc1ccc(CNC(=O)c2ccc3nc4[nH]c5ccccc5c4nc3c2)cc1	nt	16.3%	-2.3%
19	O=C(CCCN1C(=O)/C(=C\c2cccs2)SC1=S)Nc1cccnc1	-8.8%	-7.3%	1.2%
20	COCCn1c(CN(Cc2ccccc2)Cc2ccccc2)nc2c1c(=O)n(C)c(=O)n2C	-24.0%	8.9%	3.7%
21	COc1cc2nc(CSc3nc(-c4ccc(F)cc4)cs3)[nH]c(=O)c2cc1OC	2.7%	-16.6%	3.0%
22	COc1ccc(/C=C2\SC(=S)N(CCC(=O)NC3CCCC3)C2=O)cc1OC	-8.6%	-1.8%	nt
23	COc1ccc(N2CCN(C(=O)c3ccc(Cn4c(=S)[nH]c5ccc(N6CCOCC6)cc5c4=O)cc3)CC2)cc1	2.8%	-7.0%	2.7%
24	CCn1cc(CNC(=O)C2CCC(=O)N(Cc3ccc(Cl)cc3)C2)cn1 (stereo not given)	-14.0%	-8.7%	1.3%
25	O=c1c2ccccc2nnn1CSc1nc2ccccc2c(=O)n1CCCO	-21.3%	3.4%	5.0%
26	CC(=O)c1ccc(NC(=O)CSc2nc3ccccc3c(=O)n2CCCN2CCOCC2)cc1	12.2%	nt	1.0%
27	COc1ccc(C(=O)Nc2c(C(=O)c3ccccc3)oc3ccccc23)cc1	-3.0%	nt	3.2%
28	COc1ccc(C)cc1C(=O)CCC(=O)NCCc1ccc(S(N)(=O)=O)cc1	-11.8%	-9.4%	nt
29	C=Cc1ccc(Cn2nc(-c3ccc(C)cc3)ccc2=O)cc1	-21.4%&2.7%	-6.6%	-2.3%
30	CN(C(=O)c1cccnc1)c1nnc(-c2cnccn2)s1	-7.8%	6.7%	2.0%
31	CCN(CC)S(=O)(=O)c1cc(NC(=O)CSc2nc3c(cc2C#N)C(=O)CC(C)(C)C3)ccc1C	6.9%	26.5%	5.6%
32	Cc1oc(-c2ccccc2)nc1CSc1nc2c(c(=O)[nH]1)CCC2	14.9%	24.5%	-1.3%
33	CC(C)CCN(CCC(C)C)C(CO)(CO)CO	-2.5%	-6.6%	-3.7%
34	COc1ccc(-c2cc(C(C)=O)c(C)n2CCC(=O)NCc2ccc(F)cc2)cc1	6.5%	nt	6.6%
35	CNC(=O)C1CCN(c2nc3ccccc3nc2C(F)(F)F)CC1	-5.2%	nt	2.6%
36	Cc1ccccc1NC(=O)Cc1nc(CSc2nnc(-c3ccc4c(c3)OCO4)o2)cs1	-10.3%	18.6%	7.4%
37	Nc1cc(-c2ccc(Cl)cc2)nn1S(=O)(=O)c1ccccc1	12.3%	8.1%	2.0%
38	CC(C)c1ccccc1NC(=O)CCc1nc2ccccc2s1	9.0%	-6.5%	7.9%
39	CCOC(=O)c1c(S(=O)(=O)N2CCC(C)CC2)c(C)n(C)c1C	-4.1%	-2.9%	5.3%
40	FC(F)(F)c1cc(Oc2ccc(Cl)cc2)ncc1-c1nnc(-c2ccc(Cl)cc2)o1	-4.0%	10.9%	6.3%
41	CCC/S(CC1CC1(Cl)Cl)=N\S(=O)(=O)c1ccc(C)cc1 (stereo not given)	0.5%	-5.2%	3.0%
42	Cc1ccc(Cn2c(-n3nc(C)cc3C)nc3c2c(=O)[nH]c(=O)n3C)cc1	13.1%	8.6%	1.1%
43	COc1cc(NC(=O)Nc2ccc3c(c2)OCO3)cc(OC)c1OC	1.0%	-10.3%	-3.5%
44	NS(=O)(=O)c1ccc(-c2ccc(/C=C3\SC(=S)N(C4CCS(=O)(=O)C4)C3=O)o2)cc1 (stereo not given)	-20.4%	-0.6%	7.7%
45	C=CCn1c(SC2CCOC2=O)nc2sc(CC)cc2c1=O (stereo not given)	-5.5%	4.9%	3.1%
46	Cc1cc2c(c(=O)n1Cc1ccccn1)C(c1ccc3c(c1)OCO3)C(C#N)=C(N)O2 (stereo not given)	2.9%	-1.1%	2.2%
47	COc1cc(OC)cc(-c2c(-c3cccs3)c3cc(-c4cccc5[nH]ccc45)ccc3n2C)c1	-9.7%	nt	2.4%
48	CCOC(=O)c1cc(-c2ccc(C)cc2)n(CCC(=O)NC(C)CC)c1C (stereo not given)	8.0%	2.9%	4.5%
49	COc1cc(OC)c(N(C)S(=O)(=O)c2cccc(C(=O)NC3=NCCS3)c2)cc1Cl	-17.7%	2.9%	nt
50	O=C(c1ccccc1F)N1CCC(c2nc3c(nnn3Cc3cccc(F)c3)c(=O)[nH]2)CC1	-11.7%	nt	3.7%

# Part of the list above, with values under each structure.
# The line under a structure holds: FEN1 inhibitor, N370S GC mod, TDP1 inh
38. CC(C)c1ccccc1NC(=O)CCc1nc2ccccc2s1
  9.0%, -6.5%, 7.9%
28. COc1ccc(C)cc1C(=O)CCC(=O)NCCc1ccc(S(N)(=O)=O)cc1
  -11.8%, -9.4%, nt
33. CC(C)CCN(CCC(C)C)C(CO)(CO)CO
  -2.5%, -6.6%, -3.7%

# More structures
nr	compound	FEN1 inhibitor	N370S GC mod	TDP1 inh
51	CCCN(CCC)C(=O)Cn1c(=O)n(-c2cccc(OC)c2)c(=O)c2c(C)c(C(=O)N(C)C)sc21	0.9%	nt	0.5%
52	CCCn1c(SCC(=O)Nc2nc(-c3ccc(OC)cc3)cs2)nc2c1c(=O)n(C)c(=O)n2C	-0.1%	4.4%	2.7%
53	CCN1C(=O)[C@@H]2[C@H](C1=O)[C@@H]1C[C@H]3C(=O)N(CC)C(=O)[C@H]3[C@@H]3C1=C(C(=O)N1C(=O)OC(=NCC4CC4)[C@]31C)[C@@H]2C	4.9%	-17.8%	2.4%
54	CCC(C)(C)NC(=O)C(c1sccc1C)N(Cc1ccco1)C(=O)c1csnn1 (stereo not given)	-1.6%	-9.2%	nt
55	COc1cccc(-c2csc(-c3c(N)c(C(=O)c4ccccc4)n4ccccc34)n2)c1	8.2%	nt	-5.1%
56	O=C(c1cc2cc(F)ccc2[nH]1)N1CCN(Cc2ccc3c(c2)OCO3)CC1	0.9%	-18.6%	3.5%
57	Brc1cccc(-c2nnc(-c3ccccc3)o2)c1	-6.0%	13.2%	-8.7%
58	COc1cc(N)c(Cl)cc1C(=O)OCC(=O)c1cccs1	-5.7%	11.8%	nt
59	Cc1ccc(S(=O)(=O)Cn2nnnc2C(c2ccccc2)N2CCN(c3ccccc3)CC2)cc1 (stereo not given)	-16.5%	-0.8%	5.5%
60	CCC(C)NC(=O)CSc1c2c(nc3ccccc13)CCCC2 (stereo not given)	4.6%	-8.4%	1.1%
61	CCc1nnc(NC(=O)CCC(=O)NC2CCCC2)s1	12.4%	-21.7%	3.8%
62	Cc1n[nH]c(=O)c2ccccc12	0.3%	-3.9%	4.8%
63	N#C/C(=C/c1ccc(F)cc1)S(=O)(=O)c1ccccc1	3.7%	-16.7%	9.5%
64	CCc1ccc(NC(=O)CCc2c(C)nn(-c3ccc(N4CCCC4)nn3)c2C)cc1	-14.4%	nt	-9.7%
65	CCc1ccccc1N(C)C(=O)C1CCCN(c2ncnc3onc(-c4ccc(F)cc4)c23)C1 (stereo not given)	-1.3%	nt	6.3%
66	CN(CC(=O)Nc1ccc(Cl)cc1)C(=O)CCC1CCCC1	18.6%	1.0%	1.0%
67	CCc1c(C)nc2ncnn2c1N1CCC(C(=O)Nc2ccccc2)CC1	11.7%	-0.4%	2.9%
68	Cc1ccccc1-n1c(=O)c2ccccc2n(CC(=O)NCc2ccco2)c1=O	-2.9%	-5.7%	-2.5%
69	CCn1ccnc1[C@@H]1C[C@H]2CN(Cc3ccccc3OC)C(=O)[C@]23CCCN13	-5.8%	-6.9%	-3.6%
70	Cc1ccc(O)c(NC(=O)C2CC(c3ccc(F)cc3)=NO2)c1 (stereo not given)	2.8%	2.0%	0.0%
71	COc1cc([N+](=O)[O-])cc(/C=N/NC(=O)C(C)Nc2ccccc2C)c1O (stereo not given)	10.9%	-3.6%	10.8%
72	COc1ccc(-n2c(C)cc(C(=O)CCl)c2C)cc1	-12.0%	7.9%	5.8%
73	O=C(NCc1ccccn1)c1cc2ccccn2n1	14.8%	2.2%	1.2%
74	NS(=O)(=O)c1cccc(NS(=O)(=O)c2ccc(/C=C/C(=O)O)cc2)c1	-0.6%	17.8%	-1.4%
75	COc1ccc(NC(=O)Cn2c(=O)oc3ccccc32)cc1	-0.8%&-11.9%	-6.6%	1.9%
76	CCCC(C)NC(=O)CSCc1ccc(OC)cc1 (stereo not given)	-1.0%	-10.9%	-5.1%
77	Cc1cccc(OCCSc2ncnc3nc[nH]c23)c1	-6.3%	6.2%	4.1%
78	CC(OC(=O)c1ccc(O)cc1)C(=O)Nc1ccc(Oc2ccccc2)cc1 (stereo not given)	12.3%	nt	0.7%
79	Cc1cnnn1-c1ccc(C(=O)CCl)cc1	6.8%	-16.9%	0.0%
80	O=C(NC(=S)N1CCc2ccccc21)C1CCC1	3.6%	22.9%	-3.1%
81	CCc1cc2c(=O)c(-c3nc4ccccc4n3C)c(C)oc2c(CN2CCN(CCO)CC2)c1O	18.9%	-20.6%	4.8%
82	COc1ccc(N2C(=O)C3C4C=CC(C4)C3C2=O)c(OC)c1 (stereo not given)	7.1%	3.8%	4.0%
83	CC(C)(C)NS(=O)(=O)c1ccc(-c2csnn2)s1	12.5%	15.0%	0.9%
84	CC(=O)N1CN(C2CCS(=O)(=O)C2)Cc2c1sc1c2CCCC1 (stereo not given)	-5.0%	6.3%	6.9%
85	Cc1ccc(-c2nc(CS(=O)CC(=O)NCc3ccccc3Cl)c(C)o2)cc1 (stereo not given)	-2.3%	nt	4.6%
86	COc1ccc(NC(=O)C2CCN(C(=O)c3ccccc3)CC2)cc1OC	-5.4%	6.5%	7.1%
87	CN(Cc1ccccc1Cl)C(=O)c1cc2ccccc2o1	-15.3%	?	-8.9%
88	CCCn1cnc2c(c1=O)c1nc3ccccc3nc1n2CCC1=CCCCC1	nt	20.4%	-0.9%
89	COc1cccc(CC2(CO)CCN(C(=O)NC3CCCCC3)CC2)c1	16.8%	4.4%	-3.6%
90	C#CCNc1nc(CC)nc2c1nnn2Cc1ccccc1F	-5.4%	0.2%	-1.0%
91	N#C/C(=C\c1ccc(O)c([N+](=O)[O-])c1)c1nc2ccccc2s1	?	-0.7%	9.3%
92	COc1cccc(CNC(=O)CCc2ccc(OC)c(OC)c2)c1	-0.2%	-12.0%	nt

# Excerpt, compounds 90–92
nr	compound	FEN1 inhibitor	N370S GC mod	TDP1 inh
90	C#CCNc1nc(CC)nc2c1nnn2Cc1ccccc1F	-5.4%	0.2%	-1.0%
91	N#C/C(=C\c1ccc(O)c([N+](=O)[O-])c1)c1nc2ccccc2s1	?	-0.7%	9.3%
92	COc1cccc(CNC(=O)CCc2ccc(OC)c(OC)c2)c1	-0.2%	-12.0%	nt
